# Source: PubChem BioAssay (Johns Hopkins Ion Channel Center)
# KCNQ2 block – KCNQ2 potassium channel inhibitors, primary screen, cell-based, CHO-K1, FluxOR thallium flux, B-score (AID 2156). Potassium voltage-gated channel subfamily KQT member 2 (Rattus norvegicus), O88943. 20 min; hits give low values. B-score at 10 µM. 1.1% of 310,000 active;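 active = fluorescence ratio B-score at most minus 3 library SDs, with starting brightness B-score within 2 library SDs, cut at about -5.5 in these data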
# Target sequence (O88943 whole entry, looked up): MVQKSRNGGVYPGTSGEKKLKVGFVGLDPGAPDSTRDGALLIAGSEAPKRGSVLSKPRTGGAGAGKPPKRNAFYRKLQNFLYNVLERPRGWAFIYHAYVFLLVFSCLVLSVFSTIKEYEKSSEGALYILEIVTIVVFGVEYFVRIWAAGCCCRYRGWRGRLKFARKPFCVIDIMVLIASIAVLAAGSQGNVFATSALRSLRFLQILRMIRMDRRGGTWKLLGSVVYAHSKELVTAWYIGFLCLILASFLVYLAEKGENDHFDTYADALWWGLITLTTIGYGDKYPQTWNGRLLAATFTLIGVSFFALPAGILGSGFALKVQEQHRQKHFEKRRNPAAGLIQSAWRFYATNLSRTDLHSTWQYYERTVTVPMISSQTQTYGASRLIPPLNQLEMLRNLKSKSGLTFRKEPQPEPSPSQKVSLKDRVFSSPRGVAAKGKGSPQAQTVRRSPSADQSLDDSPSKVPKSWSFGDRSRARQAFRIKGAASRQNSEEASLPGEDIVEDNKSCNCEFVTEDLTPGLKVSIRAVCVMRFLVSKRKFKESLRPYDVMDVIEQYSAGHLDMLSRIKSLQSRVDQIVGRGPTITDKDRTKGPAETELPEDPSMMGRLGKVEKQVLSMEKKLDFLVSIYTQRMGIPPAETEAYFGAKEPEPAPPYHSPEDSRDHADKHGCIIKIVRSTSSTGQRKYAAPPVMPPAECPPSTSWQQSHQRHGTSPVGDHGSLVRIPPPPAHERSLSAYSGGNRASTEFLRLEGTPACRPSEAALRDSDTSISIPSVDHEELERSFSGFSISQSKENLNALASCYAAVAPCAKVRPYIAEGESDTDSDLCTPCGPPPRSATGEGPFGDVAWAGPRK
# Kir21 inh – inhibitors of mouse Kir2.1 inward-rectifier potassium channel; Inward rectifier potassium channel 2 (Mus musculus), P35561; HEK293-Kir2.1, FluxOR thallium flux fluorescence; hits give low values; B-score at 10 µM; 0.85% of 310,000 active; AID 1672, 2009;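 active = fluorescence ratio B-score at or below minus 3 SD of library scores, with starting-brightness B-score within 2 SD, cut at about -4.2 in these data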;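 also: channel flux triggered by added potassium and thallium sulfate stimulus; B-score of peak minus minimum fluorescence over baseline after thallium stimulus; more negative B-score means stronger Kir2.1 block with less thallium influx; some compounds called inactive have numbers as strong as hits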
# * = called active by the depositor; i = inactive.
# Order of results – Kir21 inh	KCNQ2 block
1) O=C(COc1ccc(Cl)cc1)NCCSCc1ccccc1Cl
    0.6	i
2) Cc1nc2c(C(=O)NCc3ccccc3)c[nH]n2c(=O)c1Cl
    3.4	i
3) FC(F)(F)c1cc(NC2CCCCC2)ccn1
    -0.95	i
4) CN(C)c1ccc(P(=O)(COc2ccc([N+](=O)[O-])cc2)c2ccc(N(C)C)cc2)cc1
    -1	i
5) CC(C)N1CCC(n2nccc2NC(=O)c2ccc3c(c2)OCO3)CC1
    1	i
6) CC(C)(C#CCN1CCCCC1)OCCOC(c1ccccc1)c1ccccc1
    -3.9	-6.1*
7) CC(OC(=O)CCCN=C1NS(=O)(=O)c2ccccc21)C(=O)N(C)c1ccccc1 (stereo unspecified)
    -1.5	i
8) CCOn1c(=O)c(-c2ccccc2)[n+]([O-])c2ccccc21
    0.95	i
9) Cc1cc(-c2ccc(C)c(S(=O)(=O)Nc3cc(C)on3)c2)on1
    -0.47	i
10) Cc1cccc(C)c1NC(=O)CCS(=O)(=O)c1cccc2nonc12
    -0.05	i
11) Cc1cc(=O)oc(C)c1C(=O)N1CCN(C)CC1
    0.01	i
12) O=C(c1ccccc1)c1cnc[nH]1
    0.45	i
13) CC(C)NC(=S)N1CCN(Cc2ccc3c(c2)OCO3)CC1
    0.4	i
14) COc1cccc(CNC(=O)Cn2ccc3cc(S(=O)(=O)N4CCCCCC4)ccc32)c1OC
    0.29	i
15) O=C(c1ccc(F)cc1)c1c[nH]c(C(=O)NCc2cccnc2)c1
    -0.61	i
16) O=C(Nc1ccc(F)cc1)Oc1ccc[nH]c1=O
    0.02	i
17) CCOC(=O)N1CCC2(CC1)C(C(=O)C13CC4CC(CC(C4)C1)C3)C2(C#N)C#N (stereo unspecified)
    -0.05	i
18) Cc1ccc2cc(CCNC(=O)C(C)(C)C)c(=O)[nH]c2c1
    0.08	i
19) O=C(c1cc(Br)c[nH]1)N1CCCCC1
    0.07	i
20) CC(=O)c1ccc(OCCCN2CCCCC2)cc1
    0.88	i
21) COc1cnc(-c2ccccn2)nc1Sc1ccccc1
    -1.7	i
22) CCC1(C)Cc2c(sc3nc4n(c(=O)c23)CCCS4)CO1 (stereo unspecified)
    -1.2	i
23) CCn1c(C)cc2c(c1=O)C(c1ccncc1)C(C#N)=C(N)O2 (stereo unspecified)
    0.96	i
24) O=C(NCCN1CCN(C(=O)c2c(F)cccc2F)CC1)C(=O)Nc1ccc(Cl)cc1
    -0.42	i
25) CN(C)S(=O)(=O)c1ccc(N/C=C(\[N+](=O)[O-])S(=O)(=O)c2ccccc2)cc1
    -0.01	i
26) Cc1ccc(C)c(NC(=O)C2C3CCCC2C3c2ccccc2)c1 (stereo unspecified)
    -0.91	i
27) CCOC(=O)N1CCN(c2c(NCCCN(CC)Cc3ccccc3)c(=O)c2=O)CC1
    -0.15	i
28) O=C(NCCCCc1ccccc1)c1ccccc1F
    -0.01	i
29) Cc1ccc(C(=O)N/N=C\c2ccc(Br)o2)o1
    -0.73	i
30) CC(=O)Nc1ccc(/C=N/Nc2nncc3ccccc23)cc1
    0.18	i
31) CC12CC3(C)CC(C)(C1)CC(C(=O)NC1=NCCS1)(C2)C3
    -2.1	i
32) N#Cc1ccccc1NC(=O)COC(=O)CCc1ccc(S(=O)(=O)N2CCCCC2)cc1
    0.39	i
33) Cc1cccc(NC(=O)Cn2nnc3sc4c(c3c2=O)CC(C)(C)OC4)c1
    -1.8	i
34) Cc1nn2c(COc3ccc(NC(=O)c4ccccc4Cl)cc3)nnc2c2ccccc12
    -0.05	i
35) NC(=O)c1c(NC(=O)c2ccc(F)cc2Cl)sc2c1CCC2
    0.11	i
36) Cc1cc(C)cc(NC(=O)Nc2ccccc2N2CCCCC2)c1
    -0.2	i
37) Cc1ccc(OCC(=O)N/N=C/c2cn(C)c3ccccc23)cc1
    0.07	i
38) O=C(N/N=C/c1ccco1)C(O)c1ccccc1 (stereo unspecified)
    -0.68	i
39) COc1ccccc1OC(C)C(=O)NNC(=S)NC1CCCC1 (stereo unspecified)
    0.08	i
40) CCc1ccc(/C=C2/SC(=S)N(CC(=O)Nc3nc4ccccc4s3)C2=O)cc1
    0.66	i
41) O=C(NCCCc1ccccc1)c1cccs1
    -2.2	i
42) C=CCNc1oc(Cc2cccc3ccccc23)nc1C#N
    -0.33	i
43) Cc1ccc2c(c1)C(=O)OC1(O)C3C4C=CC(C4)C3C(=O)N21 (stereo unspecified)
    0.98	i
44) Cc1c(Cl)cccc1NC(=S)N(Cc1cccs1)C1CCCC1
    -0.23	i
45) O=c1c2ccccc2ncn1-c1ccccc1F
    1.6	i
46) O=C(N/N=C/c1ccc(N2CCOCC2)o1)c1cccc([N+](=O)[O-])c1
    1.2	i
47) COCc1nnc(NC(=O)C2CC(=O)N(C3CCCCC3)C2)s1 (stereo unspecified)
    -1.9	i
48) CN1CCc2c(sc3nc(SCC(=O)N4CCCCC4)n(-c4ccccc4)c(=O)c23)C1
    0.55	i
49) CCCCCCNC(=O)CC(NS(=O)(=O)c1ccc(OC)cc1)C(C)C (stereo unspecified)
    0.61	i
50) COc1ccc(-c2ccc(OC)c([C@H]3[C@H]4C=CC[C@@H](C)[C@@H]4C(=O)N3Cc3ccccc3)c2)cc1C
    2	i
51) CCN(CC)C(=O)c1[nH]cnc1C(=O)N[C@@H](C)C(=O)OCc1ccccc1
    0.62	i
52) COc1ccc(CN2CCN(C(=O)c3cccc4ccccc34)CC2)c(OC)c1OC
    1.4	i
53) Cc1ccc(/C=N/Nc2nnc(Cc3ccccc3)c(=O)[nH]2)o1
    -0.3	i
54) CC(C)N(C(C)C)S(=O)(=O)c1ccc(NC(=O)c2cnccn2)cc1
    -1.8	i
55) COCCNC(=O)C(c1ccc(F)cc1)N(Cc1ccccc1)C(=O)CCC(=O)Nc1nccs1 (stereo unspecified)
    -1.4	i
56) COc1cccc(NC(=O)CN(C)C(=O)c2ccc3c(c2)S(=O)(=O)N=C2CCCCCN23)c1
    -0.34	i
57) O=C(Nc1ccc(F)cc1F)Nc1csc2ccccc12
    -0.07	i
58) CCN=C1SC(CC(=O)Nc2ccc(C)cc2)C(=O)N1CC (stereo unspecified)
    -0.25	i
59) CCOC(=O)C/C(C)=N\Nc1ccc([N+](=O)[O-])cc1[N+](=O)[O-]
    -1.2	i
60) CCOC(=O)CSc1nc2ccccc2c(=O)n1-c1ccc(C(=O)NCCOC)cc1
    -0.01	i

# Later entries
# Order of results – Kir21 inh	KCNQ2 block
61) CC(=O)c1ccc(N2CCN(C(=O)COc3ccccc3F)CC2)c(F)c1
    -1.7	i
62) Cn1cc(/C=C/C(=O)N2CCCC(C(=O)c3cccc(C(F)(F)F)c3)C2)cn1 (stereo unspecified)
    0.39	i
63) CC(C)CCSc1cc(NCCO)c([N+](=O)[O-])c2nonc12
    -1.1	i
64) COc1ccc(-n2nnnc2/C=C/Nc2cc(C(F)(F)F)ccc2OC)cc1
    1.8	i
65) CC12COC3(C(=O)Nc4ccc(Cl)cn4)CC1CCC32C (stereo unspecified)
    2.4	i
66) O=C(NCCOc1ccccc1)C1CCC(=O)N(Cc2ccc(Cl)cc2)C1 (stereo unspecified)
    0.07	i
67) COc1cc(CNn2c(C)n[nH]c2=S)cc(Cl)c1OCc1ccc(F)cc1
    0.4	i
68) O=C(Nc1cccc(Cl)c1N1CCOCC1)c1cccnc1
    -0.11	i
69) Cn1cc(CC(=O)N2CCN(c3ccccc3F)CC2)c2ccccc21
    -3.3	i
70) COc1ccc(/C=C/C(=O)OCC(=O)Nc2ccc(C)cc2)cc1S(=O)(=O)N1CCOCC1
    1.9	i
71) O=C(Nc1ccccn1)C1CCN(S(=O)(=O)c2ccc3c(c2)OCCCO3)CC1
    0.12	i
72) COc1ccc(S(=O)(=O)NCc2ccc(C(=O)N(C)Cc3ccco3)cc2)cc1
    -0.94	i
73) Oc1ccc(Nc2nc(-c3ccccc3)nc3ccccc23)cc1
    -0.46	i
74) Cc1ccc(C(=O)Oc2ccc(Cl)c3cccnc23)cc1[N+](=O)[O-]
    -0.48	i
75) COc1cccc(/C=C2\SC(N3CCC(C)CC3)=NC2=O)c1OC
    -0.56	i
76) COc1cc(OC)cc(C(=O)Nc2ccc(C(=O)NCC3CCCO3)cc2)c1 (stereo unspecified)
    0	i
77) O=C(N/N=C/c1c[nH]c2ccccc12)c1cccs1
    -0.49	i
78) CCCn1c(SCC(=O)NCc2ccc(Cl)cc2)n[nH]c1=O
    -0.67	i
79) c1ccc(COc2ccc(CNCc3cccs3)cc2)cc1
    -13*	i
80) O=C(/C=C/c1ccco1)NC1CCCC1
    -0.6	i
81) COc1ccc(Cl)cc1NS(=O)(=O)c1cccc(C(=O)NCC2(N(C)C)CCCCC2)c1
    -0.87	i
82) Cc1cc(C(=O)Nc2ccccc2C(=O)O)ccc1NC(=O)COc1cccc([N+](=O)[O-])c1
    0.07	i
83) O=C(NCc1cccs1)NC1CCCCC1
    0.14	i
84) CCCCOC(=O)Nc1ccc(N2CCCCC2)cc1
    -3.9	i
85) O=C(NCC1(N2CCCCC2)CCCCC1)c1ccc(S(=O)(=O)N2CCCC2)cc1
    -1	i
86) CCN(CC)c1nc(C(N)=O)cc(-c2ccccc2)n1
    -0.01	i
87) Cc1cc(C(=O)N(C)CC(=O)Nc2cccc(F)c2)no1
    1	i
88) COc1ccc(NC2=CC(=O)CC(c3ccc(C)cc3)C2)c(OC)c1 (stereo unspecified)
    0.86	i
89) COc1ccc(-n2c(Cc3cccn3C)nnc2SCC(=O)N2CCOCC2)cc1
    2.6	i
90) O=C(Nc1ncc(S(=O)(=O)c2ccc([N+](=O)[O-])cc2)s1)c1cccnc1
    -0.16	i
91) COc1ccc(-c2csc(CCn3nc(C)cc3C)n2)cc1
    0.56	i
92) c1cncc(-c2nn[nH]n2)c1
    -0.16	i
93) O=C(O)CP(=O)(O)O
    0.7	i
94) COC(=O)/C(C#N)=C/c1c(Oc2cccc(C)c2C)nc2ccccn2c1=O
    -1.9	i
95) CCC1=NN2C(=N)/C(=C\c3cccn3-c3ccc(Cl)cc3)C(=O)N=C2S1
    0.76	i
96) CCOC(=O)C1=C(CS(=O)(=O)c2ccccc2)NC(=O)NC1c1ccc(O)c(OC)c1 (stereo unspecified)
    0.21	i
97) Brc1ccc(Oc2nsnc2N2CCOCC2)cc1
    0.89	i
98) O=C(Nc1ccc(OC(F)(F)F)cc1)c1[nH]ncc1[N+](=O)[O-]
    0.12	i
99) CCC1CCCCN1CCCNC(=O)Cn1nc(-c2ccc(C)cc2)ccc1=O (stereo unspecified)
    -0.11	i
100) COc1ccc(Nc2nc(S(=O)(=O)c3ccc(C)cc3)c(Cl)s2)cc1
    -0.89	i
101) COc1ccc(C(=O)c2c[nH]c(C(=O)NCc3ccco3)c2)cc1
    1.7	i
102) O=C(NCCN1CCOCC1)c1cc(-c2ccc(Cl)cc2)on1
    0.14	i
103) Nc1nc(-c2ccco2)nn1S(=O)(=O)c1ccc(Cl)cc1
    0.62	i
104) CC1Nc2ncnc(N3CCc4ccccc4C3)c2N(Cc2ccc(Br)cc2)C1=O (stereo unspecified)
    0.48	i
105) COc1ccc(C(=O)C[n+]2ccc(-c3nnc4n3CCC4)cc2)cc1
    0.85	i
106) CC(C)CN1CCN(CC#Cc2ccccc2)CC1CCO (stereo unspecified)
    -0.76	i
107) N#CC1=C(N)Oc2c(ccc3ccccc23)C1c1cccs1 (stereo unspecified)
    -0.29	i
108) Cc1ccc(C)c(OCC(=O)Nc2c[nH]c(=O)[nH]c2=O)c1
    0.5	i
109) Nc1ccc(S(=O)(=O)Nc2nccc(/C=C/c3ccc(Br)s3)n2)cc1
    2.1	i
110) OCCOCCn1c(C(CO)Nc2nc(-c3cccc(Br)c3)cs2)nc2ccccc21 (stereo unspecified)
    2.3	i
111) COc1ccc(CNC(=O)c2cc(=O)c3c(C)cc(C)cc3o2)cc1
    -0.14	i
112) Cc1sc(NC(=S)NC(=O)c2ccco2)c(C(N)=O)c1C
    1.4	i
113) CC(C)(C)c1[nH]c2ccccc2c1/C=N/O
    1.5	i
114) CCC/C(O)=C1\C(=O)CCCC1=NCCCCCC(=O)O
    0.64	i
115) COC(=O)c1cn(NC(=O)c2cc(OC)c(OC)c(OC)c2)c(=O)c2ccccc12
    -0.96	i
116) CC(C)Cn1c(S(=O)(=O)O)nc2ccccc21
    -0.14	i
117) Nc1cccc2c3c(oc12)CCCC3
    2.1	i
118) O=C(c1ccc([N+](=O)[O-])cc1)N1CCSC1c1ccc(Br)cc1 (stereo unspecified)
    -3.3	i
119) COc1ccc(NC(=O)CC2C(=O)N(Cc3cccs3)C(=S)N2C(C)C)cc1 (stereo unspecified)
    0.14	i
120) NC(=O)Nn1c(CCC(=O)O)ccc1-c1ccc(Cl)cc1
    0.27	i

# Complete entries as entered above:
# `COc1ccc(CN2CCN(C(=O)c3cccc4ccccc34)CC2)c(OC)c1OC` is entered as Kir21 inh: 1.4; KCNQ2 block: i
# `O=C(Nc1ncc(S(=O)(=O)c2ccc([N+](=O)[O-])cc2)s1)c1cccnc1` is entered as Kir21 inh: -0.16; KCNQ2 block: i
# `Cn1cc(/C=C/C(=O)N2CCCC(C(=O)c3cccc(C(F)(F)F)c3)C2)cn1` (stereo unspecified) is entered as Kir21 inh: 0.39; KCNQ2 block: i

# (continued)
# Order of results – Kir21 inh	KCNQ2 block
121) CC1CCc2nn(CC(=O)NCc3ccco3)cc2C1 (stereo unspecified)
    -1.2	i
122) Cc1ccc(SCC(=O)OCC(=O)N(C)CC(=O)Nc2ccccc2Cl)cc1C
    0.42	i
123) COc1ccccc1NC(=S)N(CCc1ccc(OC)c(OC)c1)Cc1ccccn1
    -0.37	i
124) Cc1ccc(CN2C(=O)[C@@H]3Cc4c([nH]c5ccccc45)C(C)(C)N3C2=O)cc1
    -1.4	i
